# CHO parental Ca: ATP-evoked calcium signal inhibitors, parental CHO, primary screen, counter-screen for OX1R antagonist project, cell-based, fluorescence, Fluo-8 calcium dye; inhibition, % at 5.6 µM; AID 463079, 2010; 330,000 tested, 0.63% active; parental CHO-K1, ATP-induced calcium, Fluo-8 fluorescence;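 active = inhibition above that plate's mean sample inhibition plus 3 SD, cut at about 26% in these data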;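 also: 0% = ATP-challenged DMSO wells and 100% = DMSO wells without ATP; some compounds past the cut are filed as inactive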
#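 material = parental CHO cells | also added = ATP as calcium-mobilizing challenge | dosing = single point at 5.6 µM | detection = intracellular calcium via Fluo-8 no-wash fluorescent dye | read-out = % inhibition | benchmarks = low control ATP plus DMSO, high control DMSO only | repeats = one well per compound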
# V1R ag counter: agonists of human V1a receptor, primary screen, counter-screen for OXTR agonist project, fluorescence, CHO-V1R cells | Vasopressin V1a receptor (Homo sapiens), P37288 | Fluo-8 calcium fluorescence, agonist mode; 0% DMSO, 100% 3 nM vasopressin | activation, % at 3 µM | 320,000 tested, 0.25% active;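 active = activation above the mean activation of all tested compounds plus 3 SD, per screening run, cut at about 20% in these data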;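 also: signal is peak over basal fluorescence ratio across a 100 second FLIPR read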
# CHO-K1 Ca antag: M1 antagonist counterscreen hit in parental CHO-K1 cells. 360,000 tested, 0.6% active. ATP-induced calcium, Fluo-8 fluorescence. inhibition, % at 3 µM;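 active = inhibition above a per-plate cutoff, the plate's mean sample inhibition plus 3 SD, cut at about 24% in these data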;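 also: 0% = DMSO plus EC80 ATP and 100% = DMSO alone without ATP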
# OXTR potentiate: human OXTR potentiators, primary screen, fluorescence, CHO-OTR cells, Fluo-8 calcium; Fluo-8 calcium fluorescence, potentiator mode; 0% = oxytocin EC15, 100% = EC100; 320,000 tested, 0.061% active; AID 2445, 2010; activation, % at 3 µM;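 active = activation above that plate's cutoff, the mean activation of tested compounds plus 3 SD, cut at about 6.6% in these data, passing the limit was not always enough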;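 also: 100% uses oxytocin at 75 nM as the full agonist control; some results filed as inactive read as strong as hits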
# Target sequence (P30559 whole entry, looked up): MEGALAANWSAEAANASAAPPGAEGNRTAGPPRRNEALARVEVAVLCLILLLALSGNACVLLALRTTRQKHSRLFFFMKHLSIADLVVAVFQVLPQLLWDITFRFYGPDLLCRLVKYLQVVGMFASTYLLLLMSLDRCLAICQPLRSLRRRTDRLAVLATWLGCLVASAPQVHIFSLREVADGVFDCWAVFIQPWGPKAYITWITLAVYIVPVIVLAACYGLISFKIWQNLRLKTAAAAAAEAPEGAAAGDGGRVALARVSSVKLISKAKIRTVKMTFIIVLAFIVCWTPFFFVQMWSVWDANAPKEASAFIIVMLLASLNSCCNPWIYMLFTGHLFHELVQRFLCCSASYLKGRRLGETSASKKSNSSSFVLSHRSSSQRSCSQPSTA
#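 Assay system: CHO cell line stably expressing human OTR | Also added: Oxytocin at about EC15, sub-maximal agonist stimulus | Times: Compound 6 min at room temperature before oxytocin, 100 s read | Measured by: Fluo-8 intracellular calcium fluorescence, ex 470-495, em 515-575 nm | Controls: EC15 oxytocin alone as 0%, 75 nM oxytocin as 100%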
# M1 ag parental: counter-screen for M1 agonists: effect in parental CHO-K1 cells. Fluo-8 calcium fluorescence; scaled to maximal ATP response, vehicle zero. activation, % at 3 µM. 360,000 tested, 0.48% active. AID 602248, 2012; in the data active = activation above about 15%;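 also: untransfected CHO-K1 host cells lacking M1 receptor as counterscreen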
# OXTR agonist: human OXTR agonists, primary screen, fluorescence, CHO-OTR cells, Fluo-8 calcium | Fluo-8 calcium fluorescence; normalized: DMSO 0%, oxytocin 100% | AID 2435, 2010 | Oxytocin receptor (Homo sapiens), P30559 | 320,000 tested, 0.32% active | activation, % at 3 µM;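 active = activation above the mean of all tested compounds plus 3 SD, cutoff set per screening run, cut at about 20% in these data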;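 also: peak over basal fluorescence ratio from a 100 s FLIPR kinetic read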
# TAAR1 antag: human TAAR1 antagonists, primary screen, Fluo-8 calcium fluorescence, CHO RD-HGA16 cells. Trace amine-associated receptor 1 (Homo sapiens), Q96RJ0. antagonist. inhibition, % at 3 µM. 360,000 tested, 1.5% active. AID 624466, 2012;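 active = inhibition above a per-plate cutoff, the mean inhibition of test compounds on that plate plus 3 SD, cut at about 49% in these data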;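 also: 0% = DMSO plus EC80 beta-PEA response and 100% = DMSO alone without agonist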
# Target sequence (Q96RJ0 whole entry, looked up): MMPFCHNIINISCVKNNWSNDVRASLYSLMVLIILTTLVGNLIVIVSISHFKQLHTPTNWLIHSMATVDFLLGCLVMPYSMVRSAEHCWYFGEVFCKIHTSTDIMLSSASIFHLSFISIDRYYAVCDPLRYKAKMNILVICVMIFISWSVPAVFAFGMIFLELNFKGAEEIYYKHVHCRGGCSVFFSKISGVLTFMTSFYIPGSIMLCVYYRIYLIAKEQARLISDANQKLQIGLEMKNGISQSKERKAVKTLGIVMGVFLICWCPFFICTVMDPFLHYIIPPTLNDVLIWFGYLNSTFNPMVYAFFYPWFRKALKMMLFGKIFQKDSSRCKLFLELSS
#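 Test system: hTAAR1-expressing CHO RD-HGA16 cells, Gα16-coupled; Probe or stimulus: EC80 β-phenethylamine stimulus; Compound dosing: single nominal final test compound concentration of 3 µM; Timing: 140 s kinetic read after compound, 140 s after agonist; Signal: Fluo-8 calcium-sensitive fluorescence; Measure: % inhibition of agonist calcium response; Controls: DMSO and EC80 PEA controls.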
# CHO-K1 Ca PAM: nonselective calcium activators in parental CHO-K1 cells, primary screen, counter-screen for M1 PAM project, cell-based, Fluo-8 calcium fluorescence, full deck, 1536-well | ATP EC20; 0% at ATP EC20, 100% at ATP max | 360,000 tested, 0.02% active | activation, % at 3 µM;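 active = activation above the run cutoff, the mean activation of all test compounds plus 3 SD, cut at about 40% in these data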;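 also: peak over basal fluorescence ratio in a 140 s read after ATP addition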
# GPR7 antag: GPR7 receptor antagonists, primary screen, cell-based, fluorescence, single concentration | inhibition, % at 4.4 µM | 290,000 tested, 1.1% active | GPR7-expressing cells, fluorescence antagonist assay | Neuropeptides B/W receptor type 1 (Homo sapiens), P48145; in the data active = inhibition above about 16%, passing the limit was not always enough;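 also: cells stimulated with the agonist NPW; 0% = agonist with vehicle and 100% = vehicle without agonist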
# Target sequence (P48145 whole entry, looked up): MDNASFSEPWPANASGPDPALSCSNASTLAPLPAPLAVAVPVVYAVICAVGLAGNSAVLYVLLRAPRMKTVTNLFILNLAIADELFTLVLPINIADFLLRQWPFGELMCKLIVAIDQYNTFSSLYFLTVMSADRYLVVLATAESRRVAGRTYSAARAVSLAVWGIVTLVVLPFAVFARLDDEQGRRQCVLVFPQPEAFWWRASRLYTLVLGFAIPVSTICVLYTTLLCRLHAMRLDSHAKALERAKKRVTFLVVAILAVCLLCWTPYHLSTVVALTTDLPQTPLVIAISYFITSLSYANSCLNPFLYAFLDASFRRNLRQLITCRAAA
# * hit, by the source's call; · = not tested or not shown.
SMILES,CHO parental Ca,V1R ag counter,CHO-K1 Ca antag,OXTR potentiate,M1 ag parental,OXTR agonist,TAAR1 antag,CHO-K1 Ca PAM,GPR7 antag
COC(=O)N/C(C)=C1/NC(=O)c2ccccc2C(c2ccccc2)N1 (stereo unspecified),-19,0.6,-4,5,0.4,0.5,6,14,2
COc1ccc(NC(=O)CSc2nnc(C3CC3)n2C)cc1,-3,-0.9,8,-15,0.4,0.1,-8,-4,-1
CCCC/C=C/C(NC(=O)c1ccc(C(=O)OC)cc1)c1ccccc1 (stereo unspecified),-19,1.4,-12,-1,-0.3,0.2,3,13,·
CC1(C(=O)CSc2nc3ccccc3[nH]2)CCC(=O)O1 (stereo unspecified),-4,0.8,-5,9,0.8,1.0,-4,16,-3
COc1cccc2c1cc1c(=O)n(CC(=O)N3CCCC3)nc(C)n12,·,·,-6,·,0.2,·,-2,-13,·
COc1ccc(CN=Cc2c(C(=O)O)[nH]c3ccccc23)cc1,-6,1.2,-20,-11,0.7,-0.4,-13,9,-4
O=C(COC(=O)CNC(=O)c1ccc(-c2ccccc2)cc1)NCc1ccco1,11,-0.2,-10,-19,0.4,0.2,1,15,2
CCCn1cc(SCC(N)=O)c2ccccc21,-15,0.8,7,-4,1.1,-0.2,10,1,·
Cc1ccc(NC(=O)O/N=C/c2c(C)nn(C(C)(C)C)c2C)cc1Cl,-17,-0.9,3,-10,-0.3,-2.0,12,-15,-7
O=C(c1ccc(Cl)c(S(=O)(=O)N2CCOCC2)c1)N(Cc1ccco1)Cc1cccs1,·,·,-6,·,4.7,·,-2,-3,·
CNC(=O)c1cccn1-c1ccsc1C(=O)OC,-13,0.3,-5,-2,0.0,0.7,-5,10,6
CCn1c(CNC(=O)c2ccccc2Br)nnc1SCC(=O)Nc1nncs1,-8,0.5,5,-3,-0.1,0.4,-10,-3,-2
CCOC(=O)Cn1ccc(NC(=O)c2ccc(F)cc2)n1,-8,1.7,1,-7,2.0,0.2,6,6,-4
CCSc1nnc(NC(=O)CSc2nncc(=O)n2N)s1,-8,0.1,2,-20,-0.2,-0.5,-12,-8,-17
CCOC(=O)C1=CC[C@@H](c2ccccc2)N(S(=O)(=O)c2ccc(C)cc2)[C@H]1c1cccc(OC)c1,·,·,8,·,1.9,·,5,17,·
Cc1cc2c(cc1S(=O)(=O)N(C)Cc1ccccc1)n(C)c(=O)c(=O)n2C,-7,0.8,-2,-9,0.0,-0.2,-38,10,-8
Cc1snc(SCC(=O)c2ccc(F)cc2)c1C#N,2,1.2,-12,-7,2.5,-0.6,1,25,-9
O=C(CNC(=O)C12CC3CC(CC(C3)C1)C2)N1CCN(S(=O)(=O)/C=C/c2ccccc2)CC1,-29,2.5,8,-9,-0.2,1.0,-13,5,1
O=C(O)/C=C/C(=O)Nc1ccc(F)cc1F,-10,0.9,-23,2,0.1,1.6,-8,6,17
N#C/C(C(=O)NCc1ccco1)=C1/SC(Cc2ccc(F)cc2)C(=O)N1c1ccccc1 (stereo unspecified),-17,2.0,-6,-12,0.5,1.4,-8,3,-7
CCC(C)(C(=O)NC1CCCC1)N(C)C(=O)Cc1c[nH]c2ccccc12 (stereo unspecified),-13,-0.9,-15,-4,0.9,0.0,-24,-6,-19
CCOc1cc(NC(=O)Nc2ccc(F)cc2)c(OCC)cc1NC(=O)CC,-10,0.0,-7,-6,0.3,-1.0,-21,18,-17
C=CCc1ccccc1OCC(=O)OCCNC(=O)c1cccnc1,-5,0.1,-12,3,0.9,-0.8,-4,25,-13
CN(C)/C=C(/C(=O)c1ccc(Cl)c(Cl)c1)c1nnnn1-c1ccccc1,4,-0.6,2,-5,-0.3,-1.4,-2,-11,-11
CCOc1ncccc1C(=O)NCc1ccccc1F,-8,0.8,-11,-2,0.3,-2.4,-28,13,-12
COc1ccccc1NC(C)=O,-7,1.4,-3,-7,0.0,1.4,2,8,0
CC(=O)Nc1ccc(C(=O)NC(CC(=O)O)c2ccc(Cl)cc2)cc1 (stereo unspecified),1,0.1,-9,-5,0.4,0.6,17,19,1
CSCSC1=C(C#N)C(c2ccccc2Cl)C(C(C)=O)=C(C)N1 (stereo unspecified),-12,-0.4,-14,-6,-0.4,-1.6,-20,9,-2
O=c1oc2cc(O)ccc2s1,1,2.2,-7,-7,1.6,0.6,-22,6,·
CCCCN(C=O)c1c(CC)nc2ccc(C(=O)N3CCN(S(=O)(=O)CC)CC3)cn12,·,·,1,·,0.9,·,-21,23,·
CCOC(=O)c1c(NC(=O)c2cnn3c2NC(c2cccc(OC)c2)CC3C(F)(F)F)sc2c1CCCC2 (stereo unspecified),-9,1.4,-15,-1,0.3,-1.3,-8,1,6
Cc1cccc(C(=O)Nc2ccc(N3CCN(C(=O)c4ccco4)CC3)cc2)c1,-18,4.3,-21,-10,3.4,1.4,8,8,2
O=C(O)c1cccc(N2C(=O)CSC2c2c(F)cccc2Cl)c1 (stereo unspecified),-8,0.7,0,-20,-0.3,0.0,-22,6,-11
CN(C)Cc1c(O)ccc2cc(-c3nc4ccccc4n3C)c(=O)oc12,7,0.6,-8,-15,0.7,0.2,-8,3,-14
CCOC(=O)c1ccc(Cl)c(S(=O)(=O)N2CCCC2)c1,-20,-0.6,-1,-2,2.5,-1.9,4,23,-18
CCOC(=O)C1(CCOc2ccccc2)CCN(Cc2nccn2CC)CC1,-23,1.9,-3,-15,1.9,0.9,-6,21,-17
Cc1cc(C)cc(NC(=O)Cn2nnc(C(=O)NCCc3ccccc3)c2N)c1,-2,0.5,-18,-5,1.0,0.7,-1,23,-10
CC[C@@H]1CC=C[C@H]2[C@H]1C(=O)N(Cc1ccccc1)[C@H]2c1ccc(OC)c(Cl)c1,-45,0.0,-20,-17,0.1,-1.1,21,5,·
CCOC(=O)N1CCN(C(=O)CSc2ccc3nnc(CCNC(=O)c4ccccc4)n3n2)CC1,7,1.0,-20,7,0.5,1.3,-16,3,-14
COc1cc(C(=O)NCc2nnc(SCC(=O)N3CCCCCC3)o2)cc(OC)c1OC,-17,0.5,-14,-3,0.5,-0.6,-40,11,-9
O=S(=O)(c1cc(Cl)cc(Cl)c1)N1CCCC1c1nc2ccccc2s1 (stereo unspecified),-35,-1.1,-8,-9,0.2,-2.4,4,5,-8
CCCn1c(C)cc(=O)c2cc(NC(=O)c3ccccn3)ccc21,-10,0.4,-7,-7,0.6,-1.6,-4,11,-9
CN1CCN(C(=O)c2c(O)c3cccc4c3n(c2=O)CC4)CC1,-3,0.6,-9,-8,0.3,-0.1,1,16,-6
O=C(Cn1nc(C(F)(F)F)c2c1CCC2)N1CCN(c2ccccc2)CC1,-5,-0.1,3,4,0.5,2.7,-3,8,1
COC(=O)[C@@H]1C[C@@H]2CC[C@@H](O)C[C@@H]2N1Cc1ccc(OC)cc1,-13,-0.1,-10,3,0.3,1.6,-9,7,·
CCCOc1ccc(F)cc1-c1cc(C(=O)NCc2cccc(Cl)c2)[nH]n1,·,·,4,·,1.5,·,48,4,·
C[C@@H](NC(=O)[C@@H]1CCCN1C(=O)[C@@H]1CCCN1C(=O)OC(C)(C)C)c1ccccc1,·,·,23,·,-0.3,·,-6,-9,·
CC1(C)Oc2nc3ccccc3n2/C1=C\C#N,-7,-0.3,-10,-2,0.6,-1.4,-28,16,-14

# Next part (two carried over from the part before).
SMILES,CHO parental Ca,V1R ag counter,CHO-K1 Ca antag,OXTR potentiate,M1 ag parental,OXTR agonist,TAAR1 antag,CHO-K1 Ca PAM,GPR7 antag
C[C@@H](NC(=O)[C@@H]1CCCN1C(=O)[C@@H]1CCCN1C(=O)OC(C)(C)C)c1ccccc1,·,·,23,·,-0.3,·,-6,-9,·
CC1(C)Oc2nc3ccccc3n2/C1=C\C#N,-7,-0.3,-10,-2,0.6,-1.4,-28,16,-14
CC(C)C[C@@H]1COc2cc(N(C)CCO)ccc2S(=O)(=O)N1,·,·,-13,·,0.7,·,8,22,·
[O-]C1=N/[N+](=C/c2ccc(Cl)cc2)CC1,5,-0.7,-13,-5,0.0,0.3,4,6,-4
COc1ccc(COC(=O)CCc2cc(OC)c(OC)c(OC)c2)cc1F,·,·,1,·,0.0,·,-3,0,·
Cc1nc2cc(N3CCCCC3)c(NC(=O)c3ccncc3)cc2c(=O)n1Cc1ccccc1,·,·,-14,·,0.8,·,1,23,2
Fc1ccc(NC(=S)NC2CCCCC2)c(F)c1F,-1,3.6,0,-1,1.9,0.5,-2,-1,-3
COCCCn1c(SCC(=O)NC2CCCC2)nnc1-c1ccco1,-3,1.3,-13,-2,0.8,-0.1,-4,26,2
CC(C)(C)NC(=O)NC(=O)COc1ccc(Br)cc1Br,-11,-0.4,-11,-2,2.1,-1.0,2,25,-8
CCN1CCN(C(=O)/C=C/c2ccc(OC)c(OC)c2)CC1,14,0.1,-4,0,0.3,1.2,4,12,-2
CC(=O)NC(c1ccc(C(C)C)cc1)c1c(O)ccc2ccccc12 (stereo unspecified),-12,0.9,11,-4,0.2,1.6,-25,5,·
COc1cc(NC(=O)CSc2nc(C)c(C)c(C)n2)c(C)cc1[N+](=O)[O-],-6,3.2,-3,-9,1.3,0.8,15,9,-4
COC(=O)c1ccc(C2NC(=O)c3ccccc3O2)cc1 (stereo unspecified),3,0.7,-8,-4,1.2,0.2,-2,2,-1
Cc1cccc(C(=O)N/C(=C\c2ccc(C)o2)C(=O)O)c1,-1,0.7,-8,2,0.6,0.0,-17,9,-7
CC(=O)c1ccc(N2CCN(C(=O)c3cc4c(-c5ccccc5F)nn(C)c4s3)CC2)cc1,-3,3.5,4,-11,3.2,0.8,55*,-7,21
CCc1cc2c(=O)c(Oc3ccccc3)c(C)oc2cc1O,2,2.3,8,-4,3.2,2.8,15,0,-8
O=C(O)CCCCCNc1nc2ncn(Cc3ccccc3)c2c(=O)[nH]1,-6,0.0,-17,-5,0.1,0.5,-8,2,-2

# Screens deposited in PubChem by The Scripps Research Institute Molecular Screening Center.

# Rows are unselected; about 3.5% have a hit in one of these screens.
